TCR CD3 inh – inhibitors of human TCR-CD3 interaction, primary screen, biochemical, fluorescence, TAMRA-labeled TCR probe | AID 651800, 2012 | inhibition, % at 9.4 µM | actives 0.37% (n = 360,000); in the data active = inhibition above about 19%;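 note: recombinant mutant TCR 2C K166C tagged with TAMRA read by polarization; 0% = receptor in buffer alone and 100% = receptor with positive control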
SIAE inh – human SIAE inhibitors, primary screen, biochemical, fluorescence polarization, FP-Rh probe, 1536-well HTS | Sialate O-acetylesterase (Homo sapiens), Q9HAT2 | SIAE FP-Rh probe binding | inhibition, % at 9.66 µM | actives 0.69% (n = 370,000);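 active = inhibition above a cutoff: mean of compounds within the control limits plus 3 SD of those, cut at about 17% in these data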;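 note: 0% = plate median of compound wells and 100% = probe without SIAE protein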
ABHD4 inh – ABHD4 inhibitors, primary screen, biochemical, fluorescence polarization, mouse; purified mABHD4, FP-Rh probe fluorescence polarization; inhibition, % at 8.92 µM; actives 0.54% (n = 370,000);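 active = inhibition exceeding the mean over every tested compound plus 3 SD, cut at about 30% in these data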;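 note: 0% = plate median of compound wells and 100% = S159A mutant with DMSO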
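Assay system: mouse ABHD4 enzyme, wild type / Also added: fluorescent activity-based probe FP-Rh / Doses: single nominal dose of 8.92 µM, 0.89% DMSO final / Timing: 45 min compound pre-incubation plus 60 min probe step, 25 °C / Signal: FP readout, ex 525 nm / em 598 nm / Control set: S159A mutant/DMSO as 100%, compound-well median as 0%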
PRMT1 inh – PRMT1 methyltransferase inhibitors, primary screen, biochemical, fluorescence polarization; recombinant PRMT1, activity-based probe fluorescence polarization; inhibition, % at 2.79 µM; actives 1.3% (n = 370,000);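 active = inhibition above about 21% made by adding two undisclosed values, limit read from the data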
Target sequence (Q99873 whole entry, looked up): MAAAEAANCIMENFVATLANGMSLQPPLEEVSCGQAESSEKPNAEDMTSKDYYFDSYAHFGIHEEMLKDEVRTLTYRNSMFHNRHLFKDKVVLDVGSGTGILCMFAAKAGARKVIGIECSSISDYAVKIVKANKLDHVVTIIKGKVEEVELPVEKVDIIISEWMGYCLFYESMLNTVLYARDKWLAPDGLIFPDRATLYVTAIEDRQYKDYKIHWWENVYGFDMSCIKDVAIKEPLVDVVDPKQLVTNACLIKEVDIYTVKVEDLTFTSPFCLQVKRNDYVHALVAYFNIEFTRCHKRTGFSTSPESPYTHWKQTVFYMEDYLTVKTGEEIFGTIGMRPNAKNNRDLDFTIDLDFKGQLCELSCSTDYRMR
NR1D1 modulator – modulators of Rev-erb alpha DNA binding, primary screen, biochemical, FITC-DNA, fluorescence polarization, uHTS. Nuclear receptor subfamily 1 group D member 1 (Homo sapiens), P20393. Rev-erbα–FITC-DNA binding, 90 min. activity, % at 10 µM. actives 0.79% (n = 370,000). AID 1259318, 2017;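 active = activity above about 14%, limit read from the data; passing the limit was not always enough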;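 note: 0% = DMSO wells with 35 nM protein and 100% = DMSO wells with 750 nM protein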
Target sequence (P20393 whole entry, looked up): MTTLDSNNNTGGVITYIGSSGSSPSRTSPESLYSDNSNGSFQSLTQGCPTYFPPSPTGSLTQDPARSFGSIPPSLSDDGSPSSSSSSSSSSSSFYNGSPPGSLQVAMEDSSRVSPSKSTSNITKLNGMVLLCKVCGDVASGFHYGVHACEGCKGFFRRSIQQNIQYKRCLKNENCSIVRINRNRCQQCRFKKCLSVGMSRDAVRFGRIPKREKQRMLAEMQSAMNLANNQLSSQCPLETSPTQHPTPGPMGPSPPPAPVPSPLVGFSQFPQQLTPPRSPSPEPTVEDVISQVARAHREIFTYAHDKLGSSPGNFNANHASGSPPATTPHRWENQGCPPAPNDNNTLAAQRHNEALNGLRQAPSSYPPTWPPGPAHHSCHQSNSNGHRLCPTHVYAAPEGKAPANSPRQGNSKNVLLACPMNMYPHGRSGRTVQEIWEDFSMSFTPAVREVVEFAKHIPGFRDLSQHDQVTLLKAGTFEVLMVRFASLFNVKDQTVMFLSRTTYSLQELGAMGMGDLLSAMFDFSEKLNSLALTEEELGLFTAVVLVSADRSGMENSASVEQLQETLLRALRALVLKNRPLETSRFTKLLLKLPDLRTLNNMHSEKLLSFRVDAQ
PG9 binder – binders of HIV-1 gp120 antibody PG9, primary screen, biochemical, TR-FRET. HIV-1 gp120 / PG9 antibody interaction. TR-FRET gp120-PG9 antibody binding. inhibition, % at 6.7 µM. actives 0.43% (n = 360,000); in the data active = inhibition above about 8.5%
HTRA1 inhibitor – HTRA1 serine protease inhibitors, primary screen, biochemical, fluorescence polarization, HTS | actives 0.5% (n = 340,000) | recombinant HTRA1, FP-rhodamine activity-based probe | Q92743 | inhibition, % at 5.96 µM; in the data active = inhibition above about 36%;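 note: 0% = enzyme with DMSO and 100% = wells lacking enzyme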
rCAG RNA binder – binders of r(CAG) RNA repeats, primary screen, biochemical, fluorescence | r(CAG) RNA repeat, TO-PRO-1 dye displacement fluorescence | inhibition, % at 3 µM | actives 1.3% (n = 370,000) | AID 651821, 2012;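 active = inhibition above the plate cutoff, the mean of all test compounds on that plate plus 3 SD, cut at about 35% in these data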;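 note: 0% = DMSO alone and 100% = 100 µM mitoxantrone as full dye displacement; higher means more dye released from RNA so lower well fluorescence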
TDP2 absorb – human TDP2 enzyme inhibitors, primary screen, biochemical, epi absorbance, recombinant enzyme; actives 0.34% (n = 370,000); Tyrosyl-DNA phosphodiesterase 2 (Homo sapiens), O95551; inhibition, % at 12.8 µM; T5PNP hydrolysis, p-nitrophenol absorbance 415 nm; AID 720702, 2013;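 active = inhibition above the mean of all tested compounds plus 3 SD, set per campaign, cut at about 25% in these data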;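 note: 0% = DMSO with enzyme and 100% = buffer with substrate but no TDP2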
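System: recombinant human TDP2 / Amount: 120 nM TDP2 per well / Also added: 5 mM T5PNP chromogenic substrate / Doses: 12.8 µM single point, 1% DMSO / Incubation: 2 h at 37 °C / Detection: p-Nitrophenol epi absorbance / Evaluation: % inhibition relative to enzyme-containing and enzyme-free wells / Repeats: singlicate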
LEDGF integ inh – blockers of LEDGF/p75-dependent integrase strand transfer – biochemical, TR-FRET, high throughput, primary screen. TR-FRET IN-LEDGF/p75 DNA integration, Eu/Cy5. HIV-1 integrase (with human LEDGF/p75). inhibition, % at 3.7 µM. AID 743269, 2014. actives 0.64% (n = 370,000);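 active = inhibition above the screen-wide mean plus 3 SD, cut at about 13% in these data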;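 note: signal is the Cy5 over europium emission ratio at 671 and 618 nm; 0% = plate median of compound wells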
Numbers without * were called inactive; nt = not tested or not shown.

Compound,LEDGF integ inh,rCAG RNA binder,SIAE inh,ABHD4 inh,PG9 binder,NR1D1 modulator,PRMT1 inh,TDP2 absorb,HTRA1 inhibitor,TCR CD3 inh
Cc1cc(-c2ccccc2)nc2c(Br)c(=O)[nH]n12,6,-3,5,-13,-0.6,-4,-1,8,1,8
CC1(CC(=O)N/N=C/c2ccc(-c3ccc(Cl)cc3)o2)OCCO1,0,-1,-2,13,-1.6,-1,3,7,-5,-2
CN(C)S(=O)(=O)N1CCN(C(=O)c2cccc(Br)c2)CC1,2,0,-3,4,-1.8,-3,-1,4,-2,5
Cc1ccc(NC(=O)c2nnn(CC(=O)Nc3ccccc3)c2N)cc1C,-2,8,-5,0,2.3,-8,3,1,-9,-1
O=S(=O)(c1ccccc1)N1CCCC1c1cccs1 (stereo not given),-1,-2,7,-2,-0.2,2,-2,4,5,5
COc1cc(SC)ccc1C(=O)N1CCN(Cc2ccccc2)CC1,1,-5,7,2,0.3,-4,0,11,8,1
NC1=NC2(CCCCC2)N(c2ccc(F)cc2F)C(N)=N1,-1,1,-1,2,0.0,2,-2,-3,-4,0
O=C(NC(=O)c1cc(OCC(F)(F)F)ccc1OCC(F)(F)F)Nc1ccccc1,-1,-4,-12,23,0.9,1,-1,8,-30,-7
O=C(COC(=O)c1ccc(S(=O)(=O)N2CCOCC2)cc1)NC1CCCCCCC1,-2,1,-5,-11,-2.0,2,3,-8,5,-5
COc1ccc(-n2nc(C(=O)N3CCCCC3)c(C)c(C#N)c2=O)cc1,-5,0,0,4,0.8,-5,7,4,4,-2
O=[N+]([O-])C1=CC=C2C(=NC3(CCCCC3)N2O)C1=NCCO,-1,1,8,-9,-14,nt,-1,6,7,-1
COc1ccc(NC(=O)c2ccccc2NC(=O)c2ccco2)c(OC)c1,-2,-4,-9,-6,0.4,-4,-3,-1,-16,-1
Cc1cc(C)c2cc(C(=O)Nc3ccc4c(c3)OCO4)[nH]c2c1,6,3,2,1,-1.3,2,-4,-10,nt,6
COC(=O)Nc1nc(Sc2ncc(C(F)(F)F)cc2Cl)n[nH]1,-2,-4,-2,7,-1.4,-3,-4,-1,12,-1
Cc1cc(C(=O)Nc2ccccc2C(=O)O)ccc1NC(=O)COc1cccc(C)c1C,-1,4,-3,4,-0.6,-1,0,7,-8,-4
Cc1cccc(C(=O)OC(C)CN2CCCC2)c1 (stereo not given),2,-3,-5,0,0.2,-1,-5,6,5,0
O=C(COC(=O)CCc1nc2ccccc2s1)Nc1nc(-c2ccccc2)cs1,-2,2,-8,-2,-1.4,8,2,-12,-2,-3
Cc1noc(C)c1C(=O)N1CCC(C(=O)c2ccccc2)CC1,-1,-2,-1,4,-2.1,-1,1,9,-7,-3
CS/C(=C\[N+](=O)[O-])Nc1ccc(Cl)cc1,-1,11,-3,-14,-0.9,-4,4,-15,-4,-9
Cc1cccc(C)c1NC(=O)CS(=O)CC(=O)NC1CCCc2ccccc21 (stereo not given),0,0,1,-4,-1.7,-2,0,11,-1,9
O=C(CSc1n[nH]c(-c2ccccc2)n1)NCc1cccc(C(=O)O)c1,1,-1,8,-3,-2.1,1,2,-8,-4,2
O=C(CNC(=O)c1ccccc1Br)NCCSc1ccc(Br)cc1,-1,-2,12,4,0.2,6,-1,-6,-14,3
CC(C)=NNc1nc2c(c(=O)[nH]c(=O)n2C)n1CCc1ccccc1,-6,6,8,14,-0.8,3,10,-7,nt,-2
O=C(OCC(=O)N1CCN(S(=O)(=O)c2ccccc2)CC1)c1ccc([N+](=O)[O-])o1,1,-1,8,-1,-1.2,0,-5,6,1,7
COc1ccc(S(=O)(=O)N2CCCc3nc(-c4ccccc4)ccc32)cc1,2,3,2,-10,0.1,0,-2,-4,nt,0
COc1ccc(-n2c(=S)[nH]c3cc(C(=O)N(C)Cc4ccccc4)ccc3c2=O)cc1,-1,7,-4,-11,-1.2,4,-4,-16,-1,3
CCCCNC(=O)C1CC(=O)N(C2CCCCC2)C1 (stereo not given),0,2,1,-5,0.0,-1,-2,-1,2,0
COc1ccccc1CNC(=O)C1COc2ccccc2O1 (stereo not given),1,-8,6,-3,1.1,1,2,7,-4,4
CN1CCC(N(C)C(=O)c2cc(S(=O)(=O)N3CCOCC3)ccc2Cl)CC1,0,1,4,-4,-2.2,-2,0,-4,0,-4
COCCSc1ccccc1C(=O)NCc1cccnc1,-4,-1,-8,6,-0.2,1,18,-5,-1,3
O=C1CCC/C(=N/NC(=O)c2cc(NS(=O)(=O)c3cccs3)cc(NS(=O)(=O)c3cccs3)c2)C1,-2,27,1,-1,0.7,-9,2,3,2,7
COc1cnc(-c2ccccn2)nc1Oc1ccc(C(C)(C)C)cc1,10,-8,-1,-1,0.3,2,3,-12,57*,-2
N/C(Cc1cccc2ccccc12)=N\OC(=O)c1ccc(Br)o1,-2,-3,-4,7,1.2,1,6,3,nt,-1
COc1ccc(C2N(C(=O)C(F)(F)F)C(C)CN2S(=O)(=O)c2ccc(C)cc2)cc1 (stereo not given),-2,0,1,1,1.4,5,2,6,-5,-9
CC1=CSC2=NC(=O)/C(=C\c3cccn3-c3ccccc3)C(=N)N12,0,5,-8,-1,-2.2,-4,-1,-4,-30,-3
Cn1c(CNC(=O)c2ccccc2F)nnc1SCC(=O)N1CCN(c2ccccc2)CC1,-3,-2,4,1,-2.6,4,-4,-2,13,-1
Cc1ccc(Nc2nc(C(=O)N3CCC(C(=O)NCCN4CCOCC4)CC3)cs2)cc1,4,-9,7,0,-0.8,3,0,-5,-8,0
CN(C)S(=O)(=O)c1ccc(C(=O)N2CCOCC2)cc1,-3,1,-1,-2,-0.7,5,-2,-2,4,1
Cc1cccc(NC(=O)NNC(=O)c2nn(C)cc2Br)c1,-5,-3,-3,2,0.4,-3,-1,-3,6,-1
COc1ccc(C(=O)NC2CC3CCCC(C2)N3CC(C)C)cc1OC (stereo not given),-3,0,-5,2,0.4,3,-1,3,6,3
COc1ccc(CN2CCNC(=O)C2CC(=O)NCc2cc(C)n(C)n2)c(F)c1 (stereo not given),-1,-2,3,6,2.0,2,4,15,0,8
c1ccc(-c2ccc(CN3C[C@@H]4C(c5ccccc5)C5(c6cccnc6)CC4(C5)[C@H]3c3ccccc3)cc2)cc1 (stereo not given in full),1,4,-9,-6,-1.6,-1,-6,-13,-40,8
O=[N+]([O-])c1cccc(I)c1,65*,1,-3,4,0.1,1,1,-2,nt,2
CCOC(=O)COc1c(-c2ccc(OC)cc2)oc2ccccc2c1=O,-2,-4,-3,-1,-1.5,-1,2,12,-14,2
Cc1ccc(S(=O)(=O)N2CCN(C(=O)COC(=O)c3ccc(C(C)(C)C)cc3)CC2)c(C)c1,1,-1,0,-4,2.4,3,2,-2,6,-7
O=C(CC1C(=O)NCCN1C(=O)Nc1ccc(Cl)cc1)Nc1ccc(F)cc1 (stereo not given),-4,13,-12,-7,0.1,-1,5,-4,2,-4
OCCC1CN(CCCn2cccn2)CCN1Cc1ccccc1 (stereo not given),3,-4,11,1,-1.8,1,-3,-8,0,6
CSc1ncccc1C(=O)OCC(=O)N1CCc2ccccc21,1,1,-2,0,-2.6,11,1,-4,3,10
Cc1ccc(C)c(SCC(=O)c2ccc[nH]2)c1,-1,-2,-6,0,0.3,8,0,-3,-7,3
CC(=O)Nc1cccc(OCc2cnc(Cl)s2)c1,-11,-2,-1,4,3.2,5,6,-2,2,-8
O=C(CN(Cc1ccccc1)C(=O)c1ccco1)NCc1ccc(F)cc1,1,-1,-2,-8,-1.1,-2,0,-3,-1,2
CCc1ccc(CN(C)C(=O)c2cccc(S(=O)(=O)Nc3ccccc3OC)c2)cc1,1,-5,5,-1,0.2,3,1,-1,-10,0
Fc1cccc(Cl)c1Cn1ncc2ccccc21,-1,-3,4,-11,-2.7,-8,-3,2,4,-2
c1ccc2c(-c3nc4ccccc4[nH]3)cccc2c1,-5,3,-8,1,2.4,-4,-1,9,-12,2
CCc1csc(CCNC(=O)C2CCC(=O)N(Cc3cccc(C(F)(F)F)c3)C2)n1 (stereo not given),1,-10,-1,-2,0.4,-1,-2,-7,5,-5
CN(CC(=O)NC1CCCc2ccccc21)S(=O)(=O)c1cccs1 (stereo not given),-2,2,-3,2,-1.2,-1,-1,8,6,-5
CCOc1ccc(S(=O)(=O)Nc2cccc(C(=O)NCC(c3ccc(OC)cc3)N3CCOCC3)c2)cc1 (stereo not given),1,-3,8,-2,-2.0,-7,-1,-14,-6,13
O=C(Nc1ccc(Cl)cc1Cl)c1csc(-c2cccnc2)n1,-2,-2,-1,0,0.1,11,0,3,0,-1
Cc1nnc(SCC(=O)Nc2ccc3c(c2)OCCO3)s1,1,-2,-3,6,1.0,3,3,6,2,0
CN(CC(=O)Nc1cccc(F)c1)C(=O)Cn1c(=O)cnc2ccccc21,1,-1,-3,2,1.2,2,6,0,8,-6

LEDGF integ inh, entries above that show a hit.
| mol | LEDGF integ inh | SIAE inh | ABHD4 inh | PG9 binder | NR1D1 modulator | PRMT1 inh | TDP2 absorb | HTRA1 inhibitor | TCR CD3 inh |
| --- | --- | --- | --- | --- | --- | --- | --- | --- | --- |
| O=[N+]([O-])c1cccc(I)c1 | 65* | -3 | 4 | 0.1 | 1 | 1 | -2 | nt | 2 |

(cont.)
Compound,LEDGF integ inh,rCAG RNA binder,SIAE inh,ABHD4 inh,PG9 binder,NR1D1 modulator,PRMT1 inh,TDP2 absorb,HTRA1 inhibitor,TCR CD3 inh
COc1ccc(N2CCN(C(=O)C3CCN(C(=O)c4cccc(Cl)c4)CC3)CC2)cc1,6,-8,10,-1,-1.0,-2,-3,-20,4,2
O=C(NNC(=S)NC(=O)c1cccs1)c1ccc(O)cc1,2,2,-2,2,-1.5,0,-4,8,7,26*
COc1ccc(-n2c(N)c(C(=O)NCc3ccco3)sc2=S)cc1,-2,6,3,-1,-1.5,5,2,0,1,-1
CCOc1cccc(C(=O)NC(=S)Nc2ccccc2)c1,1,2,-5,-13,-1.0,3,-2,0,-30,0
Cc1ccccc1-n1nc2c(c1NC(=O)c1cc3ccccc3o1)CS(=O)(=O)C2,-1,8,-3,9,-0.3,-2,1,10,-5,-5

Assay outcomes: PubChem, several laboratories

A portion of the library; count on the stated rates, not on these rows.
